# Source: PubChem BioAssay
# aSyn tox rescue – inhibitors of alpha-synuclein toxicity in yeast. S. cerevisiae alpha-synuclein toxicity rescue, BacTiter-Glo growth, 24 h. Potency, µM (highest dose often 46.1 µM), for the others: at the top dose growth rescue (activation), hits mostly activators. 0.02% of 94,000 active. AID 1347070; active means well fitted activation curve with a large enough effect; inconclusive means small, poorly fitted or top-dose-only effect; further: 0% is about no effect
#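 Growth restoration measured by BacTiter-Glo luminescence after 24 hr at 30 deg C; alpha-synuclein yeast, raffinose-pregrown to mid-log, were added at OD600=0.02 in galactose medium onto pinned compounds.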
# Numbers without * were called inactive; ? = inconclusive; [ ] = another dose, or the depositor's remark. Potency means the concentration at half of the fitted maximal effect. A portion of the library. The share of hits here may be higher or lower than overall.
canonical_smiles	aSyn tox rescue
CCOc1ccc(-c2n[nH]c3c2C(c2cccs2)N(c2ccc(Br)cc2)C3=O)cc1 (configuration not stated)	3%
Oc1ccc(Br)cc1C=Nc1ccc2[nH]ncc2c1	-9%
COc1ccc(C(=O)NCCS(=O)(=O)N2CCc3ccccc3C2)c(OC)c1	2%
CC(C)(C)OC(=O)N1CCC(c2c(C(=O)NCCN3CCc4ccccc4C3)cnn2-c2ccc(F)cc2F)CC1	6%
Cc1ccc(CNC(=O)Cn2ccn(-c3cc(C)cc(C)c3)c(=O)c2=O)cc1	3%
Cc1cccc(NC(=O)CSc2nc3ccc(NC(=O)COc4ccc(Cl)cc4)cc3s2)c1	-2%
C[C@H]1CN([C@@H](C)CO)S(=O)(=O)c2ccc(C3=CCCC3)cc2O[C@@H]1CN(C)C(=O)C1CCCCC1	2%
Cc1ccn2c(NC3CCCC3)c(-c3ccsc3)nc2c1	-4%
COc1cccc(CNC(=O)c2ccc(NC(=O)N3CCCCc4ccccc43)cc2)c1OC	1%
Cc1cc(Nc2ccc(Br)c(C)c2)n2nc(-c3ccco3)nc2n1	-1%
Cc1cccc(C2=Nc3ccccc3N=C(c3cc(Cl)ccc3O)C2)c1	-14%
CCCCN1C(=O)C(CC(=O)NCc2cccs2)CC(C(=O)N(CC)CC)=C1C (configuration not stated)	0%
CC(C)c1ccc(S(=O)(=O)Nc2cc3c(cc2NCc2ccccc2)n(C)c(=O)n3C)cc1	2%
CCc1ccc(NC(=O)Cn2cnc3sc(C)c(S(=O)(=O)N4CCC(C)CC4)c3c2=O)cc1	-13%
COc1ccc(C(=O)NCCS(=O)(=O)NCC2CCCO2)cc1 (configuration not stated)	-2%
NS(=O)(=O)c1ccc(NC(=O)C2Cc3ccccc3CN2C(=O)c2ccco2)cc1 (configuration not stated)	-1%
C=CCN(CC(=O)O)S(=O)(=O)c1ccccc1C(F)(F)F	-8%
C[C@@H]1CCCCO[C@@H](CN(C)Cc2ccc(C(F)(F)F)cc2)[C@@H](C)CN([C@H](C)CO)C(=O)c2cc(N(C)C)ccc2O1	0%
CCn1cc(C(=O)OCC(=O)Nc2cc(Cl)ccc2OC)c(=O)c2ccc(C)nc21	-7%
CCCC(=O)NCc1cc(-c2nn(C)c(=O)c3ccccc23)ccc1OC	2%
CC(C)N1CCc2c(sc(NC(=O)c3cc4cc([N+](=O)[O-])ccc4s3)c2C(N)=O)C1	6%
CC(=O)N1CCCc2cc(S(=O)(=O)N3CCCC(C(=O)Nc4cccc(Cl)c4C)C3)ccc21 (configuration not stated)	-6%
COc1ccc(S(=O)(=O)NCc2ccc3c(c2)CCN3C(=O)c2ccccc2)cc1OC	9%
COc1ccccc1CNc1ncnc2c1cnn2-c1ccc(C)cc1	3%
O=C(OCc1nc2ccsc2c(=O)[nH]1)c1cc(Br)c(Br)s1	-7%
CCCCC(O)(CCCC)C(=O)N/N=C(\C)c1ccc(Cl)cc1	-3%
CCc1cccc(C)c1NC(=O)CCS(=O)(=O)c1ccc2c(c1)oc(=O)n2C	-15%
O=C(Nc1ccccc1)c1snc2c(=O)[nH]cnc12	-5%
COc1ccc(N(C(=O)c2csnn2)C(C(=O)NC2CCCC2)c2ccccc2)cc1 (configuration not stated)	4%
O=C(O)CSC1CC(=O)N(c2ccc(F)cc2)C1=O (configuration not stated)	2%

# 3 of these compounds in another layout.
> COc1ccccc1CNc1ncnc2c1cnn2-c1ccc(C)cc1
- aSyn tox rescue: 3%
> O=C(Nc1ccccc1)c1snc2c(=O)[nH]cnc12
- aSyn tox rescue: -5%
> COc1ccc(N(C(=O)c2csnn2)C(C(=O)NC2CCCC2)c2ccccc2)cc1 (configuration not stated)
- aSyn tox rescue: 4%

# (further entries)
canonical_smiles	aSyn tox rescue
CC(OCCN1CCCC1)(c1ccc(F)cc1)c1ccc(F)cc1	-4%
CCN1CCN(c2ccc(S(=O)(=O)N3CCOCC3)cc2NC(=O)c2cc(F)c(F)c(F)c2F)CC1	-1%
Cc1cc(C)n(/N=C/c2ccc(O)cc2)c(=O)c1C#N	-4%
O=C(O)/C=C\C(=O)NNC(=O)c1cc(-c2ccccc2)n[nH]1	-2%
COc1cccc(OCc2nc(-c3ccc(Br)o3)no2)c1	2%
COc1ccc(NC(=O)Cc2nnc(SCC(=O)NC3CCCC3)n2C)cc1	9%
Cc1ccc(S(=O)(=O)Oc2ccc(/C=N/NC(=O)c3nn(C)cc3[N+](=O)[O-])cc2)cc1	4%
Cc1cc(C)c2c(=O)c3c(oc2c1)C(=O)N(CCCOC(C)C)C3c1ccccc1F (configuration not stated)	-4%
O=C(CN1CCN(Cc2ccccc2Cl)C1=O)NCc1ccccc1Cl	3%
CCCCNC(=O)c1nn(-c2ccc(C)cc2)c(=O)n(C)c1=O	-2%
CC(C)c1ccc2oc(-c3ccc(Cl)c(NC(=O)c4cccs4)c3)nc2c1	?
Cc1ccc(S(=O)(=O)NNC(=O)C23CCC(CC2)C3)cc1	-2%
CC1(C)NC(=O)N(CC(=O)Nc2ccc(-c3ccccc3)cc2)C1=O	2%
CCOc1ccc(C2c3[nH]c4ccccc4c3CCN2C(=O)Cc2cccc(OCC)c2OCC)cc1 (configuration not stated)	1%
O=C(O)COc1ccccc1/C=N/NC(=O)CSc1nc2ccccc2n1Cc1ccccc1Cl	4%
CCCOC(=O)c1ccc(NC(=O)CN(C)Cc2cccs2)cc1	1%
CCOC(=O)c1c(NC(=O)CSc2nc(-c3ccccc3)cc(C(F)(F)F)n2)sc(C)c1C	5%
COc1ccc(NC(=O)CSc2nnc(N)s2)cc1	6%
COC(=O)c1ccc(CNC(=O)COC(=O)CNS(=O)(=O)c2ccc(C)cc2)cc1	-6%
CCc1ccc(NC(=O)CSc2nc3ncccc3[nH]2)cc1	0%
O=C(N/C(=C/c1ccc(Cl)cc1)C(=O)N1CCCC1)c1ccccc1	7%
CCN1CNC(=S)N(c2ccccc2OC)C1	5%
COCCCNC(=O)CSC1=Nc2ccccc2C2=NC(CCC(=O)NCc3ccccc3OC)C(=O)N12 (configuration not stated)	-10%
CCCS(=O)(=O)Nc1cc2c(cc1NCc1ccccc1)n(C)c(=O)n2C	-8%
Cc1nn(-c2ccccc2)c2c1cc1c(=O)[nH]c(=O)nc-1n2-c1cccc(Cl)c1	0%
O=C(CCNC(=O)c1ccccc1Cl)NCC1CCCO1 (configuration not stated)	-3%
c1ccc(C2Nc3cccc4cccc(c34)N2)cc1	-10%
Cc1c(/C(O)=C2/C(=O)C(=O)N(CCN3CCOCC3)C2c2ccccn2)cnn1-c1ccccc1 (configuration not stated)	9%
CCCCCCN1C[C@@H](n2cc(COC(=O)c3ccccc3)nn2)[C@H](O)C[C@@H]1c1ccc(Cl)cc1	13%
Cc1c(C(=O)N2CCCC2)oc2c1-c1nn(CC(=O)NCCCOC(C)C)cc1CC2	-6%

# Structures above containing a CF3 group:
canonical_smiles	aSyn tox rescue
C=CCN(CC(=O)O)S(=O)(=O)c1ccccc1C(F)(F)F	-8%
C[C@@H]1CCCCO[C@@H](CN(C)Cc2ccc(C(F)(F)F)cc2)[C@@H](C)CN([C@H](C)CO)C(=O)c2cc(N(C)C)ccc2O1	0%
CCOC(=O)c1c(NC(=O)CSc2nc(-c3ccccc3)cc(C(F)(F)F)n2)sc(C)c1C	5%

# The listing continues:
canonical_smiles	aSyn tox rescue
CCOc1ccc(Nc2c(S(=O)(=O)c3ccc(C)cc3)cnc3ccccc23)cc1	16%
O=C(O)CC(C(=O)O)C(=Cc1ccccc1)c1ccccc1 (configuration not stated)	0%
CCCCN(CC)C(=O)c1c[nH]c2ccc(S(=O)(=O)Nc3cccc(OC)c3)cc2c1=O	-4%
COc1ccc(CNC(=O)c2cnn(-c3ccc(C)cc3)c2-n2cccc2)cc1OC	-10%
COc1ccc(Br)cc1S(=O)(=O)Nc1cc(-c2cn3ccccc3n2)ccc1C	-3%
CCCCn1c(N)c(N(CCOC)C(=O)C2CCN(S(=O)(=O)c3ccc(F)cc3)CC2)c(=O)[nH]c1=O	-4%
O=C(CCCn1c(=O)c2cccn2c2ccc(F)cc21)NCCc1ccccc1	-4%
CCCCn1cc(S(=O)(=O)c2ccc(C)c(C)c2)c(=O)c2cc(F)c(N3CCCC(C)C3)cc21 (configuration not stated)	2%
O=C(COc1ccccc1)NCc1n[nH]c(=S)n1-c1ccccc1	3%
Cc1cnc(C(=O)OCC(=O)Nc2sc3c(c2C#N)CCC3)cn1	-4%
CN(C)CCNC(=O)c1ccc(Cn2c(=O)c3cccn3c3cccnc32)cc1	?
CC(c1ccco1)N(C(=O)c1cc(Cl)cc(Cl)c1)c1ccccn1 (configuration not stated)	8%
COc1cc(OC)cc(-c2cc3nc(C)c(CCC(=O)Nc4ccc(C(C)=O)cc4)c(C)n3n2)c1	1%
O=C(c1ccccc1)N1CCN(C(=O)c2cc3nc(-c4ccccc4)cc(C(F)(F)F)n3n2)CC1	10%
O=C(CCC1N=C2c3ccccc3N=C(SCC(=O)Nc3ccccc3F)N2C1=O)NCc1ccccc1 (configuration not stated)	-2%
CCN(C(=O)COC(=O)c1ccccc1NCCO)c1cccc2ccccc12	15%
CN(Cc1ccccc1C(F)(F)F)C(=O)C1CCC(=O)N(CC2CCCCC2)C1 (configuration not stated)	6%
CN(C(=O)c1cc(COc2ccc(F)cc2Cl)on1)C1CCOC1 (configuration not stated)	6%
CCN(C(=O)c1cc2cc(Br)cc(OC)c2oc1=O)c1ccccc1	8%
COc1ccc(N(CC(=O)NC(C)c2ccccc2)S(=O)(=O)c2c(C)nn(C)c2C)cc1 (configuration not stated)	-5%
O=C(NC1CCCCC1)c1ccc2c(c1)N(Cc1ccccc1F)C(=O)c1ccccc1S2	-13%
COC(=O)CSc1nnc(-c2cccnc2)n1C	-2%
Cc1cc(C)c(C#N)c(SCCN2CCCCC2)n1	0%
CCSc1nnc(Cn2c(=O)sc3ccccc32)n1-c1ccc(OC)cc1	-5%
C=CCc1ccccc1OCCSc1nc(-c2ccc(C(C)(C)C)cc2)nc2cc(=O)[nH]n12	1%
CCN(CC)CCNC(=O)c1ccc(NC(=O)c2ccc(-n3cncn3)c([N+](=O)[O-])c2)cc1	-4%
Cc1cc(C)cc(N2CC(c3nnc(NC(=O)c4ccco4)s3)CC2=O)c1 (configuration not stated)	-13%
CN1C/C(=C/c2cccs2)C(=O)/C(=C\c2cccs2)C1	8%
COc1cccc(-c2cc(C(=O)N3CCN(c4ccc(F)cc4)CC3)no2)c1	0%
O=S(=O)(c1ccc(C(F)(F)F)cc1)N1CCN(CCOc2ccccc2)CC1	17%
Cc1ccc(C(=O)N2CCN(c3ccccc3)CC2)cc1NC(=O)c1nsc2ccccc12	10%
Cc1cc(C)nc(/N=C2\NC(=O)CC(C(=O)O)N2CCc2c[nH]c3ccccc23)n1 (configuration not stated)	1%
CCc1ccccc1NC(=O)CN1C(=O)CCc2cc(S(=O)(=O)N3CCCCC3)ccc21	-5%
CC(=O)c1cccc(NC(=O)c2ccc3c(c2)N(Cc2ccc(C)cc2)CCS3)c1	7%
COc1cccc(C(=O)COc2ccccc2-c2ccccc2)c1	-2%
O=c1c2[nH]c3ccc(F)cc3c2ncn1Cc1ccncc1	-4%
Cc1ccc(Oc2cc(NC(=O)CCCn3nc([N+](=O)[O-])c(Cl)c3C)cc([N+](=O)[O-])c2)cc1	9%
CCOc1ccc(N(CC)C(=O)c2cc3c(s2)-c2ccc(Cl)cc2SC3)cc1	3%
CC(C)c1ccc(OCc2ccc(C(=O)O)o2)cc1	-73%[inhibitor]
CCSCc1nnc(SCC(=O)Nc2ccc(OC)cc2)n1C	-1%
CC(=O)Oc1ccc(C(=O)Nc2cccc(-c3nnc(-c4ccco4)o3)c2)cc1	11%
Cc1ccccc1CN1CCC(CNc2ncnc3onc(-c4ccc(F)cc4)c23)CC1	-1%
CCCCNC(=S)NCc1ccc2c(c1)cc(C)n2C	-1%
CC(=O)OCc1ccc(C2=CC(=O)CC(C)(C)C2=O)cc1	0%
COc1ccc(Nc2c(-c3cc(Br)ccc3O)nc3ncccn23)cc1OC	-2%
Cc1ccc(OCC(=O)Nc2cccc(OCc3cc(=O)n4cccc(C)c4n3)c2)cc1C	-15%
CCc1ccc(N2C(=O)CSC23C(=O)N(Cc2cccc(OC)c2)c2ccccc23)cc1 (configuration not stated)	-15%
O=c1ccnc(Nc2ccc([N+](=O)[O-])cc2)[nH]1	2%
O=C1CC(NS(=O)(=O)c2cccs2)CN1c1ccc(F)cc1 (configuration not stated)	10%
COc1ccccc1NC(=O)CSc1nnc2c(n1)[nH]c1ccccc12	-4%
COc1cccc(C2C=C(c3ccc(C)cc3)Nc3c(C(=O)Nc4ccc(F)cc4)cnn32)c1OC (configuration not stated)	?
Cc1ccc(NCc2cccn2-c2nnc(N3CCC(C(=O)NCc4ccccc4C)CC3)s2)cc1	3%
CCOC(=O)c1ccc(N2C(=O)c3[nH]nc(-c4ccc(C)cc4)c3C2c2cccs2)cc1 (configuration not stated)	-8%
CCN(CC)S(=O)(=O)c1ccc(C(=O)NCC(=O)NCc2ccc3c(c2)OCO3)cc1	-3%
Cn1c(=O)cc(SCC(=O)N2CCN(c3ccc(F)cc3)CC2)c2ccc(Cl)cc21	0%
Clc1ccc(-c2noc(-c3cccnc3NCc3ccco3)n2)cc1	0%
